# PTHR1 agonist – PTHR1 (human) receptor agonism. Q03431. HEK293 GP2 PTHR1 cells, GloSensor cAMP luminescence, 1 h. Potency, µM (highest dose often 115 µM), inactives show at the highest dose activation, hits mostly activators. hit rate 0.075% among 410,000. AID 743266; note: potency is the fitted concentration of half-maximal effect; nearly all actives have a fitted effect of over 55% in size; some results filed as inactive show a strong effect at the top dose; inactives centre near -15; many of its hits are not listed in these tables
# Target sequence (Q03431 whole entry, looked up): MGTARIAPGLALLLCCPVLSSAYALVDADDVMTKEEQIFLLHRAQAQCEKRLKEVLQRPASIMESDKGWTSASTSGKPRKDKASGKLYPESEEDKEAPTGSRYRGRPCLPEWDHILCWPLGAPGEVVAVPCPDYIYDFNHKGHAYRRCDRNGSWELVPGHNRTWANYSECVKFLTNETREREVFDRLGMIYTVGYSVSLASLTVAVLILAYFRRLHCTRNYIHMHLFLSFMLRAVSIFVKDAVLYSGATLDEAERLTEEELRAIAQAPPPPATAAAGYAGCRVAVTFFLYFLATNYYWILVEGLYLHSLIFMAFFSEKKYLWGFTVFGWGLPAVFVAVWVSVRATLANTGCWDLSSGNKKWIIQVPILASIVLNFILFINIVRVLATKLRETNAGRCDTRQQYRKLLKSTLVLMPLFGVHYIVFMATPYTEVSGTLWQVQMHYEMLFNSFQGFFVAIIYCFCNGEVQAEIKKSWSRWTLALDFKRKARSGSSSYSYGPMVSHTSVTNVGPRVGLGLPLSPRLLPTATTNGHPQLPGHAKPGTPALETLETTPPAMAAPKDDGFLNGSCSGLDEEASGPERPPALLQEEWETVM
#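 HEK-293-derived GP2 cells expressing PTHR1 and a GloSensor cAMP reporter, 3,000/well, plated overnight, given luciferin plus IBMX (each 0.5 mM as added) for 1 h at 37 °C, then compound for 1 h at 37 °C. Luminescence was read after 15 min at room temperature.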
# GLP-1R agonist – GLP-1 receptor (human) agonism; P43220; HEK293 GLP-1R CRE-luciferase, luminescence, 4-6 h; cells express a hypersensitive GLP-1R form; Potency, µM (titrated, usually from 45.6 µM), for the others: at the top dose activation, actives largely listed as activators; hit rate 0.007% among 380,000; note: potency is the fitted concentration of half-maximal effect; % of control where 0% means no effect
# GLP1R inv ag – acts as inverse agonist at human GLP-1 receptor | HEK293 GLP-1R CRE-luciferase, luminescence, 24 h; GLP-1R form is constitutively active | Potency, µM (series often up to 38.3 µM), inactives show at the top dose activity change, negative = inhibition, usual class: inhibitors | hit rate 1.6% among 410,000; note: potency is the fitted concentration of half-maximal effect; % is set by controls: 0 for no effect and ±100 for the full control effect; nearly all actives have a fitted effect of over 55% in size
#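 Stable HEK293 clone (constitutively active GLP-1R + cAMP-response luciferase); 200 cells/uL plated, 12 h pre-culture, compound 24 hr, 37 deg C/5% CO2; detection reagent 12 min RT; luminescence.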
# D3 ag – activates the human D3 dopamine receptor | P35462 | D3R DiscoveRx beta-arrestin cells, luminescence, 90 min | max activation, % | hit rate 0.58% among 410,000 | AID 652048; in the data active = max activation above about 30%; note: 0% is about no effect; mostly tested at two doses, the higher about 12 µM
# Target sequence (P35462 whole entry, looked up): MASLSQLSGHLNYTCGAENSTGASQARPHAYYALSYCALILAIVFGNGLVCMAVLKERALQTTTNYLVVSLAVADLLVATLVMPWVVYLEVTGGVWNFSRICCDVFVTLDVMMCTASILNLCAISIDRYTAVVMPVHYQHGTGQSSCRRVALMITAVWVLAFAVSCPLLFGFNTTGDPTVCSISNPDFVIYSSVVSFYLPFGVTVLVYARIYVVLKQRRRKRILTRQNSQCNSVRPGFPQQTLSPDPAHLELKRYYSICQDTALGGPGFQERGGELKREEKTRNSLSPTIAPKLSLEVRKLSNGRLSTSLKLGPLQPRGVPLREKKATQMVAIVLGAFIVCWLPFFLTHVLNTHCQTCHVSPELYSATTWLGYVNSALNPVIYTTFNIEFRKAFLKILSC
#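 Agonist-mode cell screen: cells plated at 1500/well and incubated overnight at 37 °C, then exposed to library compounds for 90 min at 37 °C. Detection reagent was added for 30–60 min at room temperature, and luminescence was read.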
# aSyn yeast inh – inhibitors of alpha-synuclein toxicity in yeast. Yeast expressing alpha-synuclein, growth rescue, BacTiter-Glo, 24 h. AID 652106. Potency, µM (doses to about 46.1 µM), without a hit: at the top dose growth rescue (activation), hits mostly activators. hit rate 0.14% among 370,000; note: potency is the fitted concentration of half-maximal effect; % of control where 0% means no effect; nearly all actives have a fitted effect of over 65% in size
#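 Screening used galactose-induced yeast with toxic alpha-synuclein levels, exposed to compound for 24 hr at 30 deg C. Cell growth, read with BacTiter-Glo luminescence, gave the measured signal.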
# DRD3 antagonist – D3 dopamine receptor (human) antagonism | D3R cells, DiscoveRx beta-arrestin luminescence, antagonist mode; stronger effect = lower value | max response, negative = inhibition, % | hit rate 2.5% among 360,000; in the data active = max response below about -50%; inconclusive = no clear call, values can overlap the other calls; note: % is set by controls: 0 for no effect and ±100 for the full control effect; mostly tested at two doses, the higher about 12 µM
#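 Cells expressing the human receptor were seeded at 1500 cells/well, incubated overnight at 37 degrees C in 5% CO2, then exposed to library compounds with dopamine controls for 90 minutes at 37 degrees C before luminescent detection.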
# KB-V1 MDR tox – KB-V1 MDR subline cytotoxicity; KB-V1 MDR cells viability, CellTiter-Glo, 72 h; Potency, µM (doses to about 46.1 µM), for the others: at the top dose activity change, negative = cytotoxicity, hits mostly cytotoxic; hit rate 3.4% among 400,000; AID 1347076; note: potency is the fitted concentration of half-maximal effect; % is set by controls: 0 for no effect and ±100 for the full control effect; nearly all actives have a fitted effect of over 60% in size
#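 Cytotoxicity toward P-gp-expressing KB-V1 cells was determined as loss of CellTiter-Glo luminescence after 72 h at 37 degrees C. Compounds were tested in quantitative HTS format across a concentration range, with curves fitted to normalized data.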
# HEK293 tox – cytotoxicity counter-screen for GLP-1 receptor inverse agonists; AID 624418; hit rate 0.13% among 410,000; HEK293 cAMP-luciferase reporter cells, luminescence, 24 h; Potency, µM (top dose mostly 38.3 µM), for the others: at the highest dose activity change, negative = inhibition, usual class: inhibitors;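 note: loss of luciferase light is scored as toxicity; potency is the fitted concentration of half-maximal effect; % is set by controls: 0 for no effect and ±100 for the full control effect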
#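 A 23 nL compound transfer followed 12 hours of cell culture at 37 deg C; exposure then lasted 24 hr. Luciferase assay detection reagent was dispensed and plates read for luminescence after a 12 min room-temperature wait.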
# TDP43 rescue – rescues yeast growth from TDP-43 toxicity | TDP-43 expressing yeast growth rescue, BacTiter-Glo, 24 h | Potency, µM (series often up to 46.1 µM), for the others: at the top dose growth rescue (activation), most hits filed as activators | hit rate 1.8% among 410,000; note: potency is the fitted concentration of half-maximal effect; % of control where 0% means no effect; nearly all actives have a fitted effect of over 50% in size
#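 Luminescence from BacTiter-Glo reports growth of TDP-43-expressing yeast after 24 hr at 30 deg C with compound. Cells were raffinose-pregrown to mid-log, then seeded in galactose medium at OD600=0.02.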
# Starred values were filed as active, the others as inactive; i = inactive; ? = inconclusive; · = not tested or not shown; & = joins results of further samples; [ ] = remark or other dose. Unless noted, calls come from the whole dose curve; as a rule, active = well fitted curve in the direction sought with a large enough effect; inconclusive = small, poorly fitted or top-dose-only effect, or another doubt; inactive = no such curve, though single readings can be large; an effect the other way counts as inactive or inconclusive.
SMILES,PTHR1 agonist,GLP-1R agonist,GLP1R inv ag,D3 ag,aSyn yeast inh,DRD3 antagonist,KB-V1 MDR tox,HEK293 tox,TDP43 rescue
Cc1ccc(O)c(C(CC(=O)NCC2(c3ccccc3)CCCC2)c2ccccc2)c1 (stereo not drawn),-96%[inhibitor],·,?,4,·,·,·,?,-9%
CS(=O)(=O)N1CCc2cc(S(=O)(=O)N3CCCCC3)ccc21,-3%,1%,24%,19,-10%,9,-19%,-1%,-11%[9.22 µM]
Cc1c(OCC(=O)NCC2CCC(C(=O)O)CC2)ccc2c3c(c(=O)oc12)CCC3 (stereo not drawn),-15%,1%,15%,10,-4%,?,0%,4%,12%
Cc1cccc(CNC(=O)C2CCC(=O)N(Cc3ccccc3F)C2)n1 (stereo not drawn),-1%,4%,-11%,-8,-2%,-27,·,-1%,-9%
COc1cc(-c2noc(CSc3nc(-c4ccc(F)cc4)cc(=O)[nH]3)n2)cc(OC)c1OC,-13%,·,5%,-11,·,·,29%,13%,6%
COc1ccccc1NC(=O)NCCC1=CCCCC1,-24%,-5%,?,-9,-9%,-20,-2%,0%,19%
CCOP(=O)(NC(c1ccccc1)c1nc2ccccc2[nH]c1=O)OCC (stereo not drawn),-24%,16%,1%,3,2%,-10,3%,-1%,3%
CN(CCO)c1ncnc2c1sc1nc(N3CCOCC3)c3c(c12)CCC3,i,-8%,59%[activator],-11,-2%,7,?,-1%,13%
CC1(C)CC(=O)C(C=NCCN2CCN(CC(=O)Nc3ccccc3)CC2)=C(O)C1,i,-4%,0%,1,6%,10,36%,7%,10%
O=[N+]([O-])c1cccc(/C=C/C=N/Nc2nc(N3CCCCC3)nc(N3CCCCC3)n2)c1,i,3%,13%,6,-19%,3,-10%,9%,?
Cc1cc(C)cc(NC(=O)Nc2c[nH]c(=O)[nH]c2=O)c1,-95%[inhibitor],-1%,4%,10,·,·,5%,4%,15%
Cc1ccc(-n2ncc(C(=O)NCCN3CCc4ccccc4C3)c2C2CCNCC2)cc1C,i,-2%,?,-21,-12%,·,?,-18%,-9%
COc1ccc(CCN2CC(C(=O)OC(C)C(=O)Nc3cccc(Cl)c3)CC2=O)cc1OC (stereo not drawn),-13%,0%,4%,1,-1%,-2,?,7%,16%
COC(=O)c1ccccc1NC(=O)CSc1nnc(COc2cccc(OC)c2)n1C,i,0%,6%,1,5%,0,-11%,-15%,9%
COCCCN=Cc1c(C)[nH]n(-c2ccc(Br)cc2Br)c1=O,i,3%,-14%,-7,-1%,-12,-8%,-7%,-11%
CCc1cccc(NC(=O)CSc2ncc3c(n2)-c2ccccc2N(Cc2ccccc2C)S3(=O)=O)c1,-13%,·,16%,5,·,·,-16%,-5%,10%
Cc1ccccc1Nc1c(C)c(C)nc2ncnn12,-42%[inhibitor],21%,94%[activator],3,0%,-16,0%,-4%,?
COC(=O)c1ccc(Cl)cc1NC(=O)N(C)CCc1c(C)nn(C)c1C,18%,·,0%,-1,·,·,-18%,4%,?
O=S(=O)(NCc1ccc(F)cc1)c1ccc(-c2cnc(C3CC3)o2)cc1,-31%&-12%[inhibitor],11%,-18%&-28%,-5&-10,-2%,2,?,-15%&-16%,?
Cc1cc2c(cc1C)CSC(c1ccccc1OC(=O)C(C)(C)C)SC2,i,-4%,10µM*,-1,16%,-13,-17%,24%,-6%
O=c1[nH]nc(Cc2ccc([N+](=O)[O-])cc2)c2ccccc12,-34%[inhibitor],20%,130%[activator],-1,9%,3,?,-2%,?
CC(C#N)(Cc1ccccc1)Nc1ccccc1 (stereo not drawn),-13%,0%,5%,-8,-13%,-18,?,14%,-5%
O=c1c2ccccc2oc2cc(NCCCN3CCOCC3)ccc12,-80%[inhibitor],?,24%,-8,7%,19,-9%,161%[activator],24%
CCCNC(=O)c1c(CSc2ccc(Cl)cc2)noc1C(=O)NCc1ccccc1,-23%,2%,5µM*,-12,3%,0,-15%,5%,-2%
COC(=O)c1cnc(Nc2nc(C(N)Cc3ccc(OC)cc3)cs2)nc1C(F)(F)F (stereo not drawn),i,12%,18%,3,0%,22,-6%,0%,15%
O=C(NC1CC1)c1sc2cc([N+](=O)[O-])ccc2c1Cl,i,1%,20%,7,8%,16,-25%,10%,?
COC(=O)CCCC(=O)N1CCC(n2nccc2NC(=O)CCOc2ccccc2)CC1,i,-8%,-1%,1,0%,11,·,8%,17%
CCC(C)(C)NC(=O)C(c1ccc(C)cc1)N(CC1CCCO1)C(=O)CCC(=O)Nc1ccccn1 (stereo not drawn),-15%,5%,-18%,-3,1%,-3,-1%,-7%,-3%
O=C(/C(=C/c1cccc(Cl)c1)c1nc2ccccc2[nH]1)c1ccccc1,-28%,-4%,?,-14,-3%,-87*,0%,10µM*,12%
Cc1cc(C(=O)N/N=C/c2ccc(Br)o2)n[nH]1,-5%,7%,9%,1,2%,-1,19%,-3%,22%
CC(=O)Nc1ccc(OCc2cccc3ccccc23)cc1,-49%[inhibitor],-4%,-12%,0,4%,9,-11%,1%,6%
COc1ccccc1S(=O)(=O)Cc1ccc(C(=O)N2CCN(c3cc(Cl)ccc3C)CC2)o1,-97%[inhibitor],·,11%,7,·,·,18µM*,-3%,0%
O=C(CNS(=O)(=O)c1cccc(Br)c1)NCCCc1ccccc1,-17%,9%,?,14,7%,17,-3%,-5%,6%
CCCOc1ccc(-c2nc(C#N)c(N3CCN(CC)CC3)o2)cc1,i,-6%,?,-14,10%,?,5%,-6%,4%
O=C(CCN1C(=O)[C@@H]2Cc3ccccc3CN2C1=O)Nc1cccc(F)c1,i,2%,-17%,-8,0%,-9,-10%,1%,3%
COC(=O)C1=C(N)OC2=C(C(=O)CC(C)(C)C2)C1c1ccccc1OC (stereo not drawn),-5%,-6%,4%,-9,-4%,-29,-1%,1%,19%
C[C@]12C(=O)N(c3cccc(F)c3)C(=O)N1[C@@H]1c3ccccc3OC[C@@H]1[C@H]2c1ccccc1,-8%,-1%,-1%,-10,12%,11,-10%,12%,14%
COc1ccc(/C=N/NC(=O)CN(Cc2ccccc2)S(=O)(=O)c2ccc3c(c2)OCCO3)cc1,i,0%,?,7,1%,4,2%,-30%,23%
COc1ccc(S(=O)(=O)/C(C#N)=C/Nc2cccc(F)c2)cc1,i,12%,5%,1,3%,10,16%,3%,18%
CC1Cc2ccccc2N1CC(=O)Nc1ccc2c(c1)OCCCO2 (stereo not drawn),-38%[inhibitor],14%,?,67*,9%,-1,8%,-2%,?
CC(C)OP(=O)(Nc1cccc2ccccc12)OC(C)C,i,19%,?,3,0%,25,2%,2%,-8%
CCOc1cc(/C=N/NC(=O)c2ccncc2)cc(Br)c1O,11%,-7%,15%,2,7%,2,23%,8%,11%
O=c1cc(O)sc2ccccc12,i,-2%,0%,11,-4%,55,4%,-13%,7%
COc1ccc(Cc2c[nH]c(=O)[nH]c2=O)cc1,i,4%,-2%,2,2%,25,18%,3%,4%
CN1C(=O)CC(C(=O)Nc2ccc(C(=O)O)cc2)SC1=Nc1ccc(Cl)cc1 (stereo not drawn),i,·,9%,8,·,·,·,1%,8%
O=c1c2c(-c3cccs3)csc2[nH]c(=S)n1-c1ccccc1,-7%,3%,1%,0,-4%,-4,-26%,-11%,-7%
CSCCC(NC(=O)COc1ccccc1)C(=O)NCCOc1ccc(C)cc1 (stereo not drawn),-17%,2%,?,-1,0%,-14,·,3%,0%
COc1ccc2c(c1)c(=O)c(S(=O)(=O)c1ccccc1)cn2CC(=O)Nc1ccc(C)c(Cl)c1,-40%[inhibitor],-4%,?,-5,·,·,3%,-10%,13%

# Four compounds drawn at random from the list so far, as already listed:
SMILES,PTHR1 agonist,GLP-1R agonist,GLP1R inv ag,D3 ag,aSyn yeast inh,DRD3 antagonist,KB-V1 MDR tox,HEK293 tox,TDP43 rescue
CCCNC(=O)c1c(CSc2ccc(Cl)cc2)noc1C(=O)NCc1ccccc1,-23%,2%,5µM*,-12,3%,0,-15%,5%,-2%
O=[N+]([O-])c1cccc(/C=C/C=N/Nc2nc(N3CCCCC3)nc(N3CCCCC3)n2)c1,i,3%,13%,6,-19%,3,-10%,9%,?
COc1ccc(CCN2CC(C(=O)OC(C)C(=O)Nc3cccc(Cl)c3)CC2=O)cc1OC (stereo not drawn),-13%,0%,4%,1,-1%,-2,?,7%,16%
COC(=O)c1cnc(Nc2nc(C(N)Cc3ccc(OC)cc3)cs2)nc1C(F)(F)F (stereo not drawn),i,12%,18%,3,0%,22,-6%,0%,15%

# (listing goes on)
SMILES,PTHR1 agonist,GLP-1R agonist,GLP1R inv ag,D3 ag,aSyn yeast inh,DRD3 antagonist,KB-V1 MDR tox,HEK293 tox,TDP43 rescue
Cc1ncc([N+](=O)[O-])n1Cc1ccc(F)cc1,-24%,2%,5%,0,4%,12,4%,13%,-25%
Cc1ccc(C)c(NC(=O)COC(=O)CNC(=O)C2CCCCC2)c1,-6%,-8%,12%,1,-1%,-21,?,4%,7%
c1ccc(-c2nc3nc4ccccc4nc3n2Cc2ccco2)cc1,-29%,2%,?,3,1%,-29,-12%,-9%,?
COc1ccc(OC)c(NC(=O)c2cc(-c3ccc(Cl)s3)nc3ccccc23)c1,-3%,-2%,-5%,-9,·,·,-9%,1%,1%
O=C(NCc1cccnc1)C(=O)c1c[nH]c2ccccc12,-31%[inhibitor],13%,0%,-5,1%,0,?,7%,9%
COc1ccccc1NC(=O)CSc1nc2nc(C)cc(C)c2c(=O)[nH]1,?,12%,34%[activator],-1,-5%,?,5%,-8%,-8%
COc1ccc(S(=O)(=O)CCC(=O)NC2CCCCC2)cc1,i,-8%,10%,-1,4%,-3,-8%,1%,8%
CC(=O)C(Sc1ccc2nnc(-c3ccc(C)cc3)n2n1)C(C)=O,i,12%,2%,8,-10%,18,?,-5%,?
CCN1CCN(Cc2c(C)[nH]c3ccc(C(=O)OC)cc3c2=O)CC1,-10%,-3%,0%,2,-6%,15,?,-1%,7%

# The list is partial; the hit share may differ from the screen's.
